OXTR ag – human OXTR agonism; P30559; CHO-OTR cells, Fluo-8 calcium fluorescence; normalized: DMSO 0%, oxytocin 100%; activation, % at 3 µM; actives 0.32% (n = 320,000);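 active = activation above the mean of all tested compounds plus 3 SD, cutoff set per screening run, cut at about 20% in these data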;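 also: peak over basal fluorescence ratio from a 100 s FLIPR kinetic read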
OXTR potentiate – potentiates the human oxytocin receptor response; CHO-OTR cells, Fluo-8 calcium fluorescence, potentiator mode; 0% = oxytocin EC15, 100% = EC100; AID 2445; actives 0.061% (n = 320,000); P30559; activation, % at 3 µM;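 active = activation above that plate's cutoff, the mean activation of tested compounds plus 3 SD, cut at about 6.6% in these data, passing the limit was not always enough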;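 also: 100% uses oxytocin at 75 nM as the full agonist control; some results filed as inactive read as strong as hits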
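Material: human OTR in CHO cells. Compound: 3.0 µM, one dose. Timing: compound 6 min at room temperature before oxytocin, 100 s read. Evaluation: % activation of max/min ratio relative to oxytocin controls. Replication: single well per compound, singlicate. Signal: Fluo-8 calcium dye fluorescence.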
TAAR1 ag – human TAAR1 agonism | actives 0.99% (n = 360,000) | activation, % at 3 µM | CHO RD-HGA16 TAAR1, Fluo-8 calcium fluorescence; vehicle wells 0%, saturating PEA agonist 100%;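 active = activation above the mean activation of all test compounds in the run plus 3 SD, cut at about 38% in these data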
Target sequence (Q96RJ0 whole entry, looked up): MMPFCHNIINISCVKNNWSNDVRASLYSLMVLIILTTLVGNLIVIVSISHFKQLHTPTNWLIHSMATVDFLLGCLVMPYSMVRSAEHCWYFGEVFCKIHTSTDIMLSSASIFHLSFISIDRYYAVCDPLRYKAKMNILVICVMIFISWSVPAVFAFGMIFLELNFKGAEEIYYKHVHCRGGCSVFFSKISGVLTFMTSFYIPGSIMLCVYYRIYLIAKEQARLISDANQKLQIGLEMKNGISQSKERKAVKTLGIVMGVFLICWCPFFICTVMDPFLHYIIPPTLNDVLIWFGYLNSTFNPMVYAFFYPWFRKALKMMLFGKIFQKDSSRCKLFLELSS
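Signal – calcium-sensitive Fluo-8 signal, excitation 470-495, emission 515-575 nm · System – RD-HGA16 (CHO) cells co-expressing Gα16 and hTAAR1 · Incubation – 17-24 h seeding, 75 min 37 °C dye, 30 min RT · Compound dosing – 3 µM single concentration · Repeats – no replicates (n 1)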
CHRM1 agonist – activates human CHRM1 receptor; P11229; CHO-K1 hM1, Fluo-8 calcium fluorescence, agonist mode; 0% DMSO, 100% acetylcholine EC100; activation, % at 3 µM; actives 0.33% (n = 360,000);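 active = activation above the run's mean compound activation plus 3 SD, cut at about 16% in these data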;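 also: peak over basal fluorescence ratio within a 140 s kinetic read after compound addition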
M1 antag – blocks human M1 muscarinic receptor | P11229 | CHO-K1 hM1, Fluo-8 calcium fluorescence, ACh EC80 antagonist | inhibition, % at 3 µM | actives 1.3% (n = 360,000) | AID 588852;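 active = percent inhibition above its own plate's cutoff, namely the mean of that plate's compound wells plus 3 SD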;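 also: peak over basal fluorescence ratio during 140 s after agonist addition; 0% = ACh EC80 plus DMSO and 100% = DMSO alone without agonist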
TAAR1 antag – antagonists of human TAAR1; inhibition, % at 3 µM; AID 624466; Q96RJ0; actives 1.5% (n = 360,000); CHO RD-HGA16 TAAR1, Fluo-8 calcium fluorescence, antagonist;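 active = inhibition above a per-plate cutoff, the mean inhibition of test compounds on that plate plus 3 SD, cut at about 49% in these data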;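 also: 0% = DMSO plus EC80 beta-PEA response and 100% = DMSO alone without agonist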
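test system = CHO RD-HGA16 cells bearing hTAAR1 | replication = singlicate | controls = DMSO-only wells and EC80 β-PEA-stimulated wells | reagent = EC80 β-phenethylamine stimulus | read-out basis = percent inhibition of PEA-evoked calcium signal, max/basal emission ratio | schedule = seeding 17-24 h prior, 75-min 37 °C, 30-min RT dye loading | signal = kinetic Fluo-8 calcium fluorescence measurement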
M1 PAM – positive allosteric modulators of human M1 muscarinic receptor. activation, % at 3 µM. P11229. AID 588819. CHO-K1 hM1, Fluo-8 calcium fluorescence, ACh EC20; 0% = ACh EC20, 100% = maximal ACh. actives 0.088% (n = 360,000); in the data active = activation above about 19%, passing the limit was not always enough
CHO parental Ca – signal in parental CHO cells, OX1R antagonist counter-screen. parental CHO-K1, ATP-induced calcium, Fluo-8 fluorescence. inhibition, % at 5.6 µM. AID 463079. actives 0.63% (n = 330,000);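 active = inhibition above that plate's mean sample inhibition plus 3 SD, cut at about 26% in these data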;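 also: 0% = ATP-challenged DMSO wells and 100% = DMSO wells without ATP; some compounds past the cut are filed as inactive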
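Material: Parental CHO cells | Reagent: ATP | Compound dosing: Single nominal dose of 5.6 µM per compound | Detection: Intracellular calcium via Fluo-8 no-wash fluorescent dye | Read-out: % inhibition of ATP-induced calcium mobilization | Benchmarks: Low control ATP plus DMSO, high control DMSO only | Replicates: Singlicate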
V1R ag counter – V1a receptor agonism, counter-screen for OXTR agonists; CHO-V1R cells, Fluo-8 calcium fluorescence, agonist mode; 0% DMSO, 100% 3 nM vasopressin; actives 0.25% (n = 320,000); activation, % at 3 µM; AID 2797;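 active = activation above the mean activation of all tested compounds plus 3 SD, per screening run, cut at about 20% in these data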;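 also: signal is peak over basal fluorescence ratio across a 100 second FLIPR read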
Target sequence (P37288 whole entry, looked up): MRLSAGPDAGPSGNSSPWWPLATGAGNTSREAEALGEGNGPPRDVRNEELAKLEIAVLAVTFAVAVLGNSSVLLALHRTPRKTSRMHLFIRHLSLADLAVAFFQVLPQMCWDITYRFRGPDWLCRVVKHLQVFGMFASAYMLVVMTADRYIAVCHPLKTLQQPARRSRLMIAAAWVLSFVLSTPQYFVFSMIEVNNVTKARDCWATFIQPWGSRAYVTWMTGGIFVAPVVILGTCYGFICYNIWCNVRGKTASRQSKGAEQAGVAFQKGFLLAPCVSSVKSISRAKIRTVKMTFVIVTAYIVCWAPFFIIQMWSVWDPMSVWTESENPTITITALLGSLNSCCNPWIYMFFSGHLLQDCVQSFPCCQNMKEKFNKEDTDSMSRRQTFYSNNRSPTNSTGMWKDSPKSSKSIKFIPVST
Starred values were filed as active, the others as inactive; nt = no result given.

The line under a structure holds: TAAR1 ag | OXTR ag | CHRM1 agonist | CHO parental Ca | V1R ag counter | TAAR1 antag | OXTR potentiate | M1 PAM | M1 antag
- COc1ccccc1CNC(=O)COC(=O)c1ccccc1-c1ccccc1
    0 | -2.6 | 0 | -2 | -1.0 | 6 | -16 | 0 | 12
- COc1ccc(/C=C2\N=C3CCCCCN3C2=O)cc1
    4 | -1.2 | -8 | -6 | -0.3 | -8 | -10 | 8 | -9
- COc1ccc(C(=O)Nc2ccc([N+](=O)[O-])cn2)cc1OC
    10 | 0.4 | -4 | -3 | -0.3 | -9 | -5 | 3 | 0
- CCN(CC)CCC(O)(c1ccccc1)C1CCCCC1 (configuration not stated)
    -1 | 0.0 | -10 | -12 | -0.3 | 3 | -9 | -30 | 100*
- CCC(C(=O)NCc1ccco1)N(C(=O)CNS(=O)(=O)c1ccc(C)cc1)c1ccccc1OC (configuration not stated)
    -1 | nt | -5 | nt | nt | -7 | nt | 6 | -10
- Cc1cc(C)cc(NC(=O)COC(=O)c2ccc3c(c2)OCCO3)c1
    10 | 0.1 | -3 | 0 | -0.2 | 2 | -5 | 8 | 1
- COc1ccc(-c2onc(C)c2-c2ccc(C(=O)OC(C)C)o2)c(O)c1
    9 | 1.1 | -1 | -8 | 2.6 | 16 | -12 | -6 | -11
- COC(=O)c1cc(S(=O)(=O)NCc2cc(OC)c(OC)c(OC)c2)cn1C
    0 | -1.2 | 0 | -11 | -0.4 | -6 | -12 | 5 | -4
- Cc1ccc2oc3ccccc3c(=O)c2c1
    -1 | nt | -10 | nt | nt | 20 | nt | 6 | -14
- O=c1[nH]cc(S(=O)(=O)N2CCN(c3ccc(F)cc3)CC2)c(=O)[nH]1
    2 | nt | -1 | nt | nt | -7 | nt | 10 | -3
- NC1=NC(=O)C(CC(=O)Nc2ccc3c(c2)OCO3)S1 (configuration not stated)
    5 | -0.2 | -4 | -6 | 0.2 | -29 | -14 | 9 | -7
- CC(C)C(OC(=O)c1ccc(Cl)nc1)C(=O)NC1CCCCC1 (configuration not stated)
    0 | -0.2 | -4 | -20 | 0.1 | -14 | -4 | 3 | -5
- O=C1CCCC/C1=N\Nc1ccc(OCc2ccccc2)cc1
    3 | 7.4 | -7 | 0 | 7.0 | 15 | -15 | 4 | 1
- COC(=O)[C@H]1C[C@@H]1[C@H](NS(=O)(=O)c1ccc2ccccc2c1)c1ccccc1
    9 | -2.1 | -4 | -32 | -0.6 | 7 | -14 | -1 | -3
- CCN(CC)C(=S)NC(=O)c1ccc(OC)c(Br)c1
    5 | 0.1 | -8 | -4 | -0.5 | 15 | -4 | 3 | -6
- O=C(O)CN1C(=O)COc2ccc(S(=O)(=O)N3CCCCCC3)cc21
    2 | -0.6 | -1 | 8 | -0.4 | -15 | -14 | 2 | 2
- CSc1cc(C)n(-c2ccccc2)c(=S)c1C(C)=O
    13 | 0.5 | -4 | 4 | 0.2 | 6 | -13 | 4 | -6
- Cc1ccc(S(=O)(=O)N2[C@@H](c3ccccc3F)C(C(=O)O)=CC[C@H]2c2cccs2)cc1
    9 | 0.0 | -5 | 28 | 0.8 | -12 | -11 | 1 | 0
- Cn1cnnc1Sc1cc(N2CCN(S(=O)(=O)c3ccc(Cl)c(Cl)c3)CC2)ccc1[N+](=O)[O-]
    3 | -2.4 | -5 | -9 | -0.8 | 3 | -4 | 8 | -12
- COC(=O)c1ccc(CN2C(=O)C(Cc3ccccc3)ON=C2c2ncccc2C)o1 (configuration not stated)
    2 | nt | -2 | nt | nt | 2 | nt | -1 | 0
- CC1(C)OC2CC3C4CCC5=CC(=O)CCC5(C)C4(F)C(O)CC3(C)C2(C(=O)CO)O1 (configuration not stated)
    4 | nt | 6 | nt | nt | -26 | nt | 8 | -17
- COc1cccc(NC(=O)C2C(c3ccccc3)C2(Cl)Cl)c1 (configuration not stated)
    2 | -0.6 | -2 | -15 | -0.5 | 17 | -4 | 7 | -12
- COc1cc(Br)cc(/C=N/NC(=O)Cc2ccccc2)c1O
    11 | 0.8 | 0 | -18 | 2.0 | 4 | -3 | 5 | -3
- O=C(Nc1ccc(F)cc1)c1ccccc1CC[N+](=O)[O-]
    3 | 0.4 | -4 | -15 | -0.7 | -3 | -11 | 3 | -7
- COc1cc(OC)c2c(c1)OC(c1ccc(OC)c(OC)c1)C(O)C2=O (configuration not stated)
    5 | 1.4 | 4 | -8 | 0.7 | -10 | -2 | 11 | -3
- CCN1CC(CN(C)Cc2nc(-c3ccco3)oc2C)CC1=O (configuration not stated)
    1 | 2.1 | -4 | 16 | 1.6 | 4 | -13 | 9 | -9
- CN(CCOC(=O)c1ccc2c(c1)OCCO2)Cc1ccccc1
    -1 | -1.3 | -6 | -12 | -0.3 | 5 | 0 | -6 | -16
- O=C(NCCCNC(=O)c1ccccc1Cl)c1cnccn1
    0 | -0.1 | 2 | 2 | -0.3 | 4 | -10 | 9 | -7
- N#Cc1c(NC(=O)CSc2nnc(-c3ccncc3)n2CC2CCCO2)sc2c1CCCC2 (configuration not stated)
    13 | -1.1 | -4 | -41 | -0.9 | -2 | -20 | 3 | -6
- Cc1ccc([N+](=O)[O-])c(C(=O)N/N=C/c2cccnc2)c1
    4 | 0.8 | 0 | -5 | 0.1 | -7 | -1 | 15 | -24

Overlap with the part before: three compounds, followed by the next part.
The line under a structure holds: TAAR1 ag | OXTR ag | CHRM1 agonist | CHO parental Ca | V1R ag counter | TAAR1 antag | OXTR potentiate | M1 PAM | M1 antag
- O=C(NCCCNC(=O)c1ccccc1Cl)c1cnccn1
    0 | -0.1 | 2 | 2 | -0.3 | 4 | -10 | 9 | -7
- N#Cc1c(NC(=O)CSc2nnc(-c3ccncc3)n2CC2CCCO2)sc2c1CCCC2 (configuration not stated)
    13 | -1.1 | -4 | -41 | -0.9 | -2 | -20 | 3 | -6
- Cc1ccc([N+](=O)[O-])c(C(=O)N/N=C/c2cccnc2)c1
    4 | 0.8 | 0 | -5 | 0.1 | -7 | -1 | 15 | -24
- COc1ccccc1CNc1nc(NCCOc2ccccc2Cl)c2sccc2n1
    3 | nt | 0 | nt | nt | 34 | nt | -11 | 14
- Cc1cc(NC(=O)CN2CCN(c3ccccn3)CC2)ccc1Br
    -1 | 4.6 | -4 | -8 | 6.5 | 18 | -7 | 1 | -3
- CS(=O)(=O)N1CC2CCCN2c2cc(C(F)(F)F)ccc21 (configuration not stated)
    6 | -1.1 | -11 | -8 | 0.2 | -1 | -6 | 4 | -6
- Cn1c(=O)c2c(nc(CN3CCN(C(c4ccccc4)c4ccccc4)CC3)n2CCCO)n(C)c1=O
    0 | -1.8 | -10 | -22 | 0.1 | -3 | -2 | 0 | -13
- CCOc1cc(Br)c(CC(=O)NC2CCCCCC2)cc1OCC
    -1 | -0.5 | -10 | -22 | 3.1 | -8 | -2 | 6 | -8
- COc1ccccc1NC(=O)c1cc2c(CO)cnc(C)c2oc1=Nc1cc(OC)c(OC)c(OC)c1
    8 | -0.9 | -2 | -19 | -1.0 | 7 | -7 | 2 | 4
- Nc1nc2c(s1)C(=O)CC(c1ccccc1)C2 (configuration not stated)
    13 | 0.0 | -1 | -19 | -0.4 | 11 | -20 | 3 | -17
- CC1SC(C)C(=O)N(CC(=O)Nc2ccc([N+](=O)[O-])cc2)C1=O (configuration not stated)
    5 | 0.7 | -4 | 13 | -0.4 | 3 | -19 | 0 | 0
- CC(C)[C@H](N)C(=O)N[C@H]1CCC2C3CC=C4C[C@@H](O)CC[C@]4(C)C3CC[C@@]21C (some centres not stated)
    7 | nt | -3 | nt | nt | 8 | nt | -5 | 9
- CCN(CC)CCCNC(=O)/C(=C\c1cccn1C)NC(=O)c1cccs1
    -1 | 0.9 | -7 | 1 | 0.6 | 8 | 0 | 7 | -8
- O=C(NCc1cccs1)C1CCC(=O)N(Cc2cccc(C(F)(F)F)c2)C1 (configuration not stated)
    2 | 0.8 | 7 | 0 | 1.6 | -9 | -1 | 18 | -4
- Cn1cc(C(=O)c2ccc(Cl)cc2Cl)cc1C(=O)NN
    1 | 0.0 | -2 | -24 | 2.0 | -3 | -11 | 1 | -7
- CC(C(=O)O)N1C(=O)/C(=C/C=C/c2ccco2)SC1=S (configuration not stated)
    1 | 0.9 | -1 | -7 | 0.7 | -15 | -23 | 7 | -10
- Cc1ccc([C@H]2C[C@H](O)[C@@H](n3cc(C4CC4)nn3)CN2C(=O)c2cccs2)cc1
    2 | nt | -1 | nt | nt | -2 | nt | 4 | 3
- COc1ccc(-c2nnn(CC(=O)N3CCN(c4ccccc4OC)CC3)n2)cc1OC
    4 | 0.9 | -4 | -23 | 1.0 | 1 | -3 | 5 | -8
- O=C1C=C(c2cc(Cl)cc(Cl)c2)C[C@@H](c2ccc3c(c2)OCO3)C1
    7 | -0.5 | 0 | -6 | 0.6 | 7 | -1 | -4 | 15
- Cc1cccc(OCc2nnc(SCC(=O)NCC3CCCO3)n2C)c1 (configuration not stated)
    0 | -0.4 | -2 | -7 | -0.1 | -12 | -2 | 3 | -2
- CCN(CC)S(=O)(=O)c1ccc(N/N=C/c2cc(OC)ccc2O)nc1
    4 | 1.6 | -5 | -11 | 2.6 | 1 | 3 | 2 | -1
- Cc1cc(C)c(NC(=O)c2cc(=O)c3ccccc3o2)c(C)c1
    3 | -0.1 | -1 | -24 | 1.0 | 6 | -3 | -3 | 2
- Brc1ccc(-c2csc(/N=C/N3CCOCC3)n2)cc1
    8 | -1.0 | -2 | 3 | 0.2 | 22 | -18 | -1 | -5
- COc1ccc(OC)c(/C=N\NC(=O)c2cc3c(ccc4ccccc43)o2)c1
    3 | 0.3 | -4 | -12 | 0.8 | 27 | -11 | 0 | 3
- O=C1C2Sc3[nH]c(=O)sc3C(c3ccccc3)C2C(=O)N1c1ccccc1 (configuration not stated)
    11 | 5.0 | 1 | -10 | 3.0 | 11 | -14 | 11 | -12
- C/C(=N\NS(=O)(=O)c1ccc(C)cc1)c1cc2ccccc2oc1=O
    36 | -0.4 | -5 | -8 | 0.2 | 3 | -1 | 7 | -6
- Cn1c(=S)oc2ccccc21
    0 | -0.2 | -2 | -4 | 0.6 | -15 | -2 | 8 | -13
- C#CCN(C(=O)c1ccc(OC2CCN(C(=O)CCOC)CC2)cc1)C1CCCCC1
    2 | nt | 0 | nt | nt | -6 | nt | 1 | -6

Assay outcomes: PubChem, The Scripps Research Institute Molecular Screening Center
